# Bioassay records (PubChem)
# Growth percent in the NCI-60 one-dose screen (48 h, 10 µM unless noted): 100 = growth as untreated, 0 = no growth, -100 = all killed.
# HT29 = HT29 colon cancer. hit rate 7.4% among 81,000. AID 1794748
# KM12 = KM12 colon cancer cells; AID 1794800; hit rate 5% among 82,000
# OVCAR-4 = OVCAR-4 ovarian cancer cells; hit rate 3.7% among 80,000; AID 1794784
# COLO 205 = COLO 205 colon cancer; hit rate 7.3% among 79,000
# HCT-116 = HCT-116 colon cancer. hit rate 7.3% among 82,000. AID 1794798
# IGROV1 = IGROV1 ovarian cancer. AID 1794786. hit rate 4.7% among 79,000
# SK-OV-3 = SK-OV-3 ovarian cancer cells; hit rate 3.2% among 80,000
# HCT-15 = HCT-15 colon cancer; hit rate 5.2% among 82,000; AID 1794746
# SW-620 = SW-620 colon cancer; hit rate 5.2% among 82,000; AID 1794795
# The depositor's hits bear a star; nt = not tested or not shown; & = joins results of further samples. How the source made its calls: active means growth percent below 10; inactive means the rest.
SMILES,HT29,KM12,OVCAR-4,COLO 205,HCT-116,IGROV1,SK-OV-3,HCT-15,SW-620
CCC(C(=O)N1CCNC2=C(C(=O)N(C)C2(C)C)C1c1ccc(Cl)c(Cl)c1)c1ccccc1 (stereo not given),72,90,78,101,80,71,107,73,94
COc1ccc(/C=N/Nc2ncc(C(N)=O)c(N)n2)cc1,94,88,94,108,92,79,80,90,98
O=[N+]([O-])c1cccc(-c2nc3sccn3c2-c2ccnc(NCCNS(=O)(=O)c3ccc(C(F)(F)F)cc3)n2)c1,40,23,31,37,36,27,74,27,70
CC1=CC2ON(C(=O)c3ccccc3)C1C1C(O)c3ccccc3N3C(=O)CO[C@]213 (stereo not given in full),104,97,89,100,97,104,97,102,99
CCCCn1c(=O)c(/C=C/C(=O)/C=C/c2ccc3c(c2)OCO3)cc2cc(OC)ccc21,44,74,82,80,38,88,105,61,44
Brc1ccccn1,111,111,116,116,106,115,116,105,103
C/C=C/C=N/NC(=S)NCc1ccccc1,110,104,100,108,91,106,103,101,109
CC(C)NC(=O)/C=C\C(=O)O,109&106,105&97,117&103,116&96,102&103,105&105,108&104,104&100,105&100
COc1ccc(-c2nnc(SCC(=O)Nc3ccc(C(C)=O)cc3)o2)cc1,98,106,100,100,102,104,100,98,109
O=C(/C=C/c1ccccc1)n1nc(-c2ccccc2)nc1-c1ccccc1,105,109,96,104,103,96,104,103,99
O=C(C=Nc1cc2c(cc1Br)-c1ccccc1C2=O)c1ccc(Br)cc1,92,101,104,104,84,91,83,102,101
Cc1noc2c(Cc3ccc([N+](=O)[O-])cc3)nn(CC(=O)N/N=C/c3ccc(Br)cc3)c(=O)c12,86,84,18,119,64,96,86,95,97
NC(N)=Nc1ccc(Nc2cccc(Nc3ccc(Cl)c(C(F)(F)F)c3)c2)cn1,30,-38*,45,-25*,16,33,78,68,5.8*
CCCCCCCC/C=C/CCCCCCCC1=NC(C)(C)CN1C(C)(C)CO,-58*,-92*,42,-86*,-99*,1.5*,70,nt,-85*
Cc1ccccc1-n1c(C)nc2cc(NC(=O)c3cccs3)ccc2c1=O,90,102,110,108,104,124,113,99,108
Nc1[nH]nc(Nc2cccc(Cl)c2Cl)c1C(=O)c1cccs1,100,76,68,103,86,60,90,72,89
Nc1ccc2ccc(S(=O)(=O)O)cc2c1,116,104,106,128,102,97,110,106,101
CCNC(=O)N1CCc2c(Cl)c3c(c(OC)c2[C@@H]1[C@H]1OCc2c1ccc(OC)c2OC)OCO3,88,95,94,107,91,89,nt,91,95
Cc1ccccc1SCCC(=O)O,96,105,96,106,96,99,102,96,107
O=C(NNc1nc2cc(F)c(F)cc2n2cccc12)c1ccncn1,27,21,3.7*,20,20,16,nt,24,23
O=C1C(Cl)=C(N=Nc2c(Cl)c(O)c3ccccc3c2O)C(=O)c2ccccc21,76,86,72,87,70,60,90,62,90
O=c1ccc2ccc(OCc3cn(Cc4ccccc4)nn3)cc2o1,104,100,100,107,100,100,106,99,103
N#Cc1c(-c2ccccc2)nc(SCC(=O)c2ccc(Br)cc2)[nH]c1=O,99,100,113,109,99,114,97,97,105
NS(=O)(=O)c1ccc(CCn2c(SCc3ccc(F)cc3)nc3ccccc3c2=O)cc1,99,96,74,121,92,106,111,98,97
c1ccc2c(c1)NC1CCCCC21 (stereo not given),104,100,94,106,107,105,108,97,99

# Reformatted tab-delimited: entries from further up.
SMILES	HT29	KM12	OVCAR-4	COLO 205	HCT-116	IGROV1	SK-OV-3	HCT-15	SW-620
O=C1C(Cl)=C(N=Nc2c(Cl)c(O)c3ccccc3c2O)C(=O)c2ccccc21	76	86	72	87	70	60	90	62	90
O=c1ccc2ccc(OCc3cn(Cc4ccccc4)nn3)cc2o1	104	100	100	107	100	100	106	99	103

# (cont.)
SMILES,HT29,KM12,OVCAR-4,COLO 205,HCT-116,IGROV1,SK-OV-3,HCT-15,SW-620
CCCC(=O)c1ccc(C)s1,110,103,111,116,103,131,105,101,103
CN1C/C=C\CCOc2cccc(c2)-c2ccnc(n2)Nc2cccc(c2)C1,-17*,-53*,-29*,-82*,-50*,-45*,-17*,-17*,-5.5*
C#CCOc1ccc(C(Nc2ccc(Cl)cc2)c2nnnn2C2CCCCC2)cc1OC (stereo not given),84,92,89,108,69,78,97,84,103
CCCCCCCCCCCCCOC(=O)c1c(C)[nH]c(/C=C2\N=C(c3ccc[nH]3)C=C2OC)c1C,8.1*,13,56,7.6*,11,22,47,4.9*,3.1*
CCNc1nc(O)c(/C=C2\C=Nc3ncccc32)s1,4.3*,6.2*,20,-33*,4.0*,22,-10*,16,6.5*
CC1(C)COC(=O)OC1,99,nt,95,125,100,107,117,103,102
O=c1ccn2c(n1)SC(c1ccccc1)C2 (stereo not given),103,106,102,112,98,102,112,94,102
[O-][N+](=Nc1ccc(Br)cc1)c1ccc(Br)cc1,101,91,96,106,96,75,94,99,95
CNS(=O)(=O)Nc1nccc(Cc2c(C)c3ccc(Oc4ncccn4)cc3oc2=O)c1F,10,26,55,9.0*,19,29,53,64,29
O=C1NC(=O)c2cc([N+](=O)[O-])ccc21,109,110,117,111,116,103,105,107,103
COc1ccc(N2C(=O)CSC2c2ccc(Cl)cc2)cc1 (stereo not given),97,107,105,118,94,103,101,98,107
CC(CC(=O)O)S(=O)(=O)c1ccc([N+](=O)[O-])cc1 (stereo not given),96,103,117,nt,99,110,109,104,107
OB(O)CC[C@H]1OC[C@H](O)[C@@H](O)[C@@H]1O,106,109,112,108,100,95,100,110,96
CC(C)(CO)C(O)C(=O)NCCO (stereo not given),88,108,125,104,98,99,103,103,98
C[C@H](c1ccccc1)N1C(=S)N(C)[C@H]2NC(=S)N[C@H]21,111,108,101,114,101,102,100,104,110
CC[n+]1cccc(C(N)=O)c1,112,101,102,106,106,105,99,100,102
CCCCC1COc2cccc3c2N1C=C/C3=C\C(=O)N(Cc1ccccc1)c1ccc(OC)cc1 (stereo not given),83,100,58,90,72,94,100,105,99
Cc1ccc2sc3c(c2c1)OC(N)=C(C#N)C3c1cccc(F)c1 (stereo not given),-20*,2.9*,20,-40*,-25*,19,23,7.0*,15
COc1ccc(C2CC(c3cccc(Nc4ccnc5cc(Cl)ccc45)c3)=NN2c2ccccc2)cc1 (stereo not given),61,27,118,80,66,75,81,47,37
O=C(Cc1ccc(F)c(Cl)c1)Nc1cc(C2CC2(F)F)nn1CC1CCCCC1 (stereo not given),103,109,106,116,97,91,111,90,96
CCOc1ccccc1/C=N\NC(=O)N/N=C/c1ccccc1OCC,105,106,100,129,106,115,102,92,112
CC(C)C1=CC23CCC4C(C)(C(=O)O)CCCC4(C)C2CC1C1C(=O)C=CC(=O)C13 (stereo not given),97,105,89,98,87,121,112,74,82
O=C(Cn1cccc(NC(=O)OCc2ccccc2)c1=O)Nc1ccccc1,108,102,100,108,98,117,111,87,97
CN(C)c1ccc(-c2cc(-c3c[nH]c4ccccc34)nc(-c3c[nH]c4ccccc34)c2C#N)cc1,63,58,95,91,58,74,95,45,47
CNC(=O)c1cc(Oc2ccc3nc(NC(=O)NC(C)C)sc3c2)ccn1,33,39,78,79,58,87,87,56,53
# New compounds follow.
SMILES,HT29,KM12,OVCAR-4,COLO 205,HCT-116,IGROV1,SK-OV-3,HCT-15,SW-620
COc1ccc2nc3cc(Cl)ccc3c(SC(CC(=O)O)C(=O)O)c2c1 (stereo not given),107,95,98,103,99,121,89,106,100
CCSc1nnc(NC(=O)COc2ccc(Cl)cc2C)s1,115,109,107,94,103,-18*,94,102,102
CN1C(=O)/C(=c2\sc3n(c2=O)C2C(NN=3)N(C)C(=O)N2C)c2ccccc21 (stereo not given),104,84,92,102,94,90,97,85,89
C=CCc1cc(C(=C/C)/C(=C/C)c2ccc(OC(C)=O)c(CC=C)c2)ccc1OC(C)=O,93,79,69,108,76,96,99,72,84
O=C(c1ccc(Cl)cc1)C1[C@H](c2ccc(Cl)cc2)[C@@H](c2ccccc2)NC12C(=O)Nc1ccc(Br)cc12 (stereo not given in full),0.2*,15,45,56,13,36,101,25,36
COc1cc(Br)c(CC2c3cc(OC)c(OC)cc3CCN2C)cc1OC (stereo not given),108,99,104,116,86,67,93,100,99
O=C1c2cc3c(cc2-c2c1c1cc(F)c(F)cc1c(=O)n2CCCn1ccnc1)OCO3,3.5*,3.5*,21,-4.4*,-13*,21,6.1*,4.7*,8.9*
O=c1oc2cc(NCCN3CCOCC3)ccc2cc1-c1nc2ccccc2[nH]1,100,100,83,100,94,99,102,104,104
O=C(Nc1cccc2cccnc12)c1cc(C(=O)c2ccc(Cl)cc2)n2ccccc12,98,101,nt,116,91,86,83,99,86
O=C1Nc2ccccc2[C@]12Oc1ccccc1[C@H]1CC(c3ccccc3)=NN12,113,96,93,120,105,82,100,96,105
CCCCCCCCC(=O)N1CCCCC1,86,104,98,106,103,104,103,98,103
COc1ccc(-c2csc(NC(=O)c3ccc(OC)c(OC)c3)n2)cc1,112,109,106,109,102,107,100,96,106
CCN1CCN(Cc2ccc(C(=O)Nc3ccc(C)c(Oc4ccc(-c5[nH]nc6ncnc(N)c56)cc4)c3)cc2C(F)(F)F)CC1,17,21,87,57,67,82,100,69,115
Cc1oc(-c2ccccc2)nc1CNCCc1ccccc1,76,105,111,90,68,88,92,96,100
O=C(CCCC(=O)N/N=C/c1ccccc1Cl)N/N=C\c1ccccc1Cl,nt,94,106,102,103,104,103,104,105
O=C(O)/C=C1/OC(=O)c2ccccc21,105,93,105,94,90,89,101,102,92
CC[C@@H](C)/C=C(C)/C=C/C(O)=C1\C(=O)N[C@@H](Cc2ccc(OC(=O)[C@@](OC)(c3ccccc3)C(F)(F)F)cc2)C1=O,114,91,nt,118,91,nt,112,102,97
COc1ccc(C2C3N=C4N(NC(=O)N4c4ccccc4)C3=Nc3nc(-c4ccc(Cl)cc4)nn32)cc1 (stereo not given),118,104,91,116,97,77,nt,102,98
COc1cc(NC(=O)c2ccc3c(c2)nc(-c2ccco2)n3CCCOC(C)C)cc(OC)c1OC,88,92,93,97,103,88,110,85,99
Nc1ccn(CCOc2nc(-c3ccc(F)cc3)cc(-c3ccco3)n2)c(=O)n1,107,99,110,111,97,94,100,108,116
Nc1ccc(C(=O)Nc2ccc(C(=O)Nc3ccc4cc(S(=O)(=O)O)cc(S(=O)(=O)O)c4c3)cc2)cc1,94,105,114,103,90,103,99,105,103
CCN(CC)CCSc1ccccc1,103,103,98,104,100,101,99,97,98
COc1ccc(-c2nc(SCCC(C)C)nc(Nc3ccc(C(=O)O)cc3)c2C#N)cc1,84,86,89,104,84,110,109,61,101
COc1cc(/C=C2\SC(=S)N(NC(=O)C(C)c3ccc(CC(C)C)cc3)C2=O)cc(OC)c1OC (stereo not given),100,99,107,122,96,102,111,98,103
CCOC(=O)N1CCN(CCCCCCOc2ccc(Cl)cc2)CC1,96,90,90,90,86,89,95,88,96
# Next section
SMILES,HT29,KM12,OVCAR-4,COLO 205,HCT-116,IGROV1,SK-OV-3,HCT-15,SW-620
CCOC(=O)C(C(=O)OCC)C(C)(C)Cc1ccccc1,110,108,102,95,110,103,99,97,108
Cn1cc(Br)c2c3c(ccc21)[C@@H]1C=C[C@H]3O1,113,112,123,118,106,105,115,108,117
CCOC(=O)C1=C(C)NC(=O)NC1c1ccccc1 (stereo not given),102&102&100&116,100&104&100&103,113&105&103&105,111&103&108&115,106&105&100&105,104&104&107&100,103&107&102&101,107&110&100&102,103&100&112&100
O=C(CCCCCC1CCCCC1)OCCc1ccccc1,105,109,102,113,100,110,116,106,113
COc1cc(Cc2cc(-c3ccccc3)n[nH]c2=O)cc(OC)c1OC,18,49,70,56,16,63,71,34,33
CCCCCCCCCCCCCCCC[N+](C)(C)CCCNS(=O)(=O)c1ccccc1,38,88,39,74,39,58,97,72,74
C1OC2COCOC2C2OCOCC2O1 (stereo not given),108&121,104&117,108&108,122&105,106&104,104&108,105&122,104&97,115&96
CSC1=NC(c2ccc([N+](=O)[O-])cc2)C(C(C)=O)=C(C)N1 (stereo not given),102,100,114,108,95,103,108,100,100
CC(=O)N(C)c1ccc(N)cc1,107,111,116,121,108,112,121,106,106
CC1=C(CC/C=N/Nc2ccc([N+](=O)[O-])cc2[N+](=O)[O-])C2=C(C)C3(CC3)[C@@](C)(O)C(=O)C2=C1,60,49,91,78,72,71,87,75,70
CCC(C#N)(CC)CC,97,102,114,108,98,101,104,102,102
O=C1c2cccc3cccc(c23)C(=O)N1Nc1nc(N2CCOCC2)nc(N2CCN(c3ccccc3)CC2)n1,24,48,80,3.5*,31,33,55,34,33
CCCCCCN(CCCCCC)CCC(O)c1ccc2ccccc2c1 (stereo not given),28,56,46,40,24,60,84,48,48

# Record cards, as listed above:
# CCCCCCCCCCCCCCCC[N+](C)(C)CCCNS(=O)(=O)c1ccccc1 is entered as HT29 = 38; KM12 = 88; OVCAR-4 = 39; COLO 205 = 74; HCT-116 = 39; IGROV1 = 58; SK-OV-3 = 97; HCT-15 = 72; SW-620 = 74
# C1OC2COCOC2C2OCOCC2O1 (stereo not given) is entered as HT29 = 108&121; KM12 = 104&117; OVCAR-4 = 108&108; COLO 205 = 122&105; HCT-116 = 106&104; IGROV1 = 104&108; SK-OV-3 = 105&122; HCT-15 = 104&97; SW-620 = 115&96
